Screening data deposited in PubChem BioAssay by National Center for Advancing Translational Sciences (NCATS).
EPAC1 antagonist = blocks human EPAC1 exchange factor; EPAC1 GEF assay, Rap1b-BODIPY-GDP exchange fluorescence; Potency, µM (titrated, usually from 115 µM), for the others: at the top dose activity change, negative = inhibition, most hits filed as inhibitors; 0.14% of 360,000 active; AID 720709;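 further: potency means the concentration at half of the fitted maximal effect; plate controls were vehicle for no effect and positive control for full effect; nearly all actives have a fitted effect of over 50% in size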
Target sequence (O95398 whole entry, looked up): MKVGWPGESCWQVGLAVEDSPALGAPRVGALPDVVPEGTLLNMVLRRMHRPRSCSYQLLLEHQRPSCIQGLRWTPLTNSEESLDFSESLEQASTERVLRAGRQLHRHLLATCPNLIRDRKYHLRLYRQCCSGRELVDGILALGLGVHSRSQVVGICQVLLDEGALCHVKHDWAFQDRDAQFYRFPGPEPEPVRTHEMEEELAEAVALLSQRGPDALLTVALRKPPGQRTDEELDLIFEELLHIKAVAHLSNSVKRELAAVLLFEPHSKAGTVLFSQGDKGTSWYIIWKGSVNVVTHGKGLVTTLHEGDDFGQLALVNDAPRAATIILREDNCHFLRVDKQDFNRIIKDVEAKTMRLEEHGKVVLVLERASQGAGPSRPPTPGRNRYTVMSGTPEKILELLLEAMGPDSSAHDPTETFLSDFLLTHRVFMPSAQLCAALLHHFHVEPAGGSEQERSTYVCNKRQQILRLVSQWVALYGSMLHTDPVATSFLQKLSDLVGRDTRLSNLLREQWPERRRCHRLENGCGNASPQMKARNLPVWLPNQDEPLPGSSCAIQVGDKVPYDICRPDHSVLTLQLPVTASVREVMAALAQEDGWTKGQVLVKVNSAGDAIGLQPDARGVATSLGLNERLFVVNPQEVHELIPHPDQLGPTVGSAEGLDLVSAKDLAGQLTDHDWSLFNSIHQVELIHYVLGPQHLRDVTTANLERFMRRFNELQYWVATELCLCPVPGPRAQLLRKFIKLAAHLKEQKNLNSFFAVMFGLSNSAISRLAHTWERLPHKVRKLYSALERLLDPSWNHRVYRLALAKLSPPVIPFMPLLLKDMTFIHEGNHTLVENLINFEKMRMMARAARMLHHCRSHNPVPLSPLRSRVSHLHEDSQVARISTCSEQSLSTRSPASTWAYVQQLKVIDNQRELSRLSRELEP
EPAC1 agonist = EPAC1 (human) agonism; O95398; Potency, µM (doses to about 154 µM), without a hit: top-dose activation, hits mostly activators; 0.073% of 360,000 active; AID 720707; EPAC1 agonist qHTS, biochemical assay; response scale: 100% = response to 6.5 mM cAMP; further: potency means the concentration at half of the fitted maximal effect; nearly all actives have a fitted effect of over 60% in size
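Normalized to 6.5 mM cAMP, activity reflects EPAC1-catalysed release of BODIPY-GDP from Rap1B, followed kinetically over 30 min at 480 nm excitation, 540 nm emission. Reaction contained 100 nM EPAC1, 250 nM Rap1B-BODIPY-GDP, 50 uM GDP.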
IL2 activator = activators of IL-2. activation, % (series mostly up to about 46 µM). IL-2 activation reporter assay, cell-based qHTS; stimulated with anti-CD3/CD4/CD28 beads; in transgenic mouse T cells. AID 652025. 0.065% of 360,000 active; in the data active means activation above about 50%; inconclusive means mostly about 30% to 49%; further: 0% is about no effect
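Unstimulated transgenic mouse T cells preincubated 60 min with compound, then stimulated with anti-CD3/anti-CD4-coated beads plus anti-CD28 for 18 h at 37 degrees C. IL-2 response read as EGFP and DsRed fluorescence by plate cytometry.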
WRN helicase inh = WRN helicase (human) inhibition; Q14191; WRN helicase unwinding, fluorescent forked duplex, kinetic; Potency, µM (series often up to 114 µM), without a hit: at the top dose activity change, negative = inhibition, actives largely listed as inhibitors; 0.46% of 360,000 active; AID 651768; further: potency means the concentration at half of the fitted maximal effect; on the % scale 0 is the no-effect control and ±100 the full control effect; nearly all actives have a fitted effect of over 55% in size
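WRN at 20 nM final was preincubated with compound for 15 min at room temperature; reaction started with 100 nM forked duplex oligonucleotide carrying fluorophore and quencher plus 2 mM ATP (final). Unwinding followed kinetically by red fluorescence (ex 525/em 598 nm).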
PLK1 PBD inh = blocks phosphopeptide binding to human PLK1 polo-box domain | 2.8% of 360,000 active | Plk1 PBD binding of FITC phosphopeptide, fluorescence polarization | AID 720504 | Potency, µM, for the others: max response, negative = inhibition, usual class: inhibitors | P53350; further: potency means the concentration at half of the fitted maximal effect; series mostly up to about 57 µM; on the % scale 0 is the no-effect control and ±100 the full control effect; nearly all actives have a fitted effect of over 65% in size
Abeta yeast res = A-beta toxicity reversal in yeast; yeast expressing A-beta42, growth rescue, OD600, 48 h; response scale: 0% DMSO, 100% iron-clioquinol control; Potency, µM (doses to about 46.1 µM), for the others: at the highest dose growth rescue, most hits filed as activators; 0.063% of 410,000 active; AID 1347071; further: potency means the concentration at half of the fitted maximal effect; nearly all actives have a fitted effect of over 55% in size
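Growth rescue measured by 600 nm absorbance after 48 h yeast culture at 30 C with compound. Values normalized between DMSO and an equimolar ferric chloride plus clioquinol control.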
PI5P4Ka inh = PI5P4K alpha (human) kinase inhibition; max response, %; 1.2% of 330,000 active; PI5P4Kalpha enzyme, ADP-Glo luminescence, 60 min; hits give low values; active means max response of -50% or lower; inconclusive means between -30% and -50%; inactive means -30% or higher; further: value at the top dose of about 77 µM; on the % scale 0 is the no-effect control and ±100 the full control effect
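Reactions run in 0.038 M HEPES pH 7.4, 0.28 mM EGTA, 0.1% CHAPS and 5% DMSO, with PI5P4Kalpha, substrate, compound and 5 microM ATP final, one hour at room temperature. Readout is ADP-Glo luminescence.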
FUS yeast rescue = rescues growth of FUS-expressing yeast. Potency, µM (titrated, usually from 76.6 µM), for inactives: at the highest dose growth rescue (activation), hits mostly activators. AID 1347120. S. cerevisiae FUS-expressing, growth rescue, OD600, 24 h. 0.24% of 390,000 active;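 further: potency means the concentration at half of the fitted maximal effect; plate controls were DMSO vehicle for no effect and reference control for full effect; nearly all actives have a fitted effect of over 55% in size; some results filed as inactive show a strong effect at the top dose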
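Galactose (2%) drives FUS expression in yeast precultured in raffinose; seeding density OD 0.005. Test compounds incubated 24hr at 30C and 99% humidity before absorbance at 600 nm was measured.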
The depositor's hits bear a star; ? = inconclusive; / = not tested or not shown; & = joins results of further samples; [ ] = dose if it differs, or a comment. Unless noted, the call rests on the fitted dose curve; in most records, active means well fitted curve in the direction sought with a large enough effect; inconclusive means small, poorly fitted or top-dose-only effect, or another doubt; inactive means no such curve, though single readings can be large; an effect the other way counts as inactive or inconclusive.

SMILES	EPAC1 antagonist	EPAC1 agonist	IL2 activator	WRN helicase inh	PLK1 PBD inh	Abeta yeast res	PI5P4Ka inh	FUS yeast rescue
Cn1c(SCCOc2ccc(F)cc2)nnc1-c1ccncc1	-12.0%	-5.1%	-1.7	4.8%	-11.7%	-8.6%	-0.8	18.3%
CC1CCCC(=C\c2ccccc2)/C1=N/O (stereo not given)	-17.4%	2.7%	-0.2	-20.5%	26.7µM*	7.0%	-6.6	/
CC(=O)c1cccc(N(C(=O)CNC(=O)c2cccs2)C(C(=O)NCC2CCCO2)c2ccccc2)c1 (stereo not given)	-14.8%	8.3%	1.1	-0.1%	-6.4%	10.0%	1.6	9.5%
Cc1ccc(NC2=Nc3ccccc3CC2)cc1	-1.7%	0.0%	3.9	12.5%	-2.9%	-9.6%	-9.1	-0.6%
COC(=O)COc1ccc(NC(=O)C(c2ccccc2)c2ccccc2)cc1	-7.5%	-2.2%	-0.8	-8.7%	6.0%	11.3%	-11.6	10.7%
CCn1c(C(=O)N2CCC(C(=O)NCc3cccs3)CC2)cc2sccc21	-7.4%	3.5%	-0.9	-3.3%	-3.7%	13.0%	0.0	15.5%
Cc1ccc(CSCc2ccc(C(=O)NC3CC3)o2)cc1	-8.2%	-5.5%	-0.3	0.6%	0.7%	-3.7%	0.2	-9.4%
CCn1c(CCNC(=O)c2ccc(OC)cc2)nnc1SCc1ccc(Cl)c(Cl)c1	-3.6%	2.5%	-3.1	-3.8%	-3.8%	3.9%	4.6	/
O=C(Nc1cccc(F)c1)N1CCN(C/C=C/c2ccccc2)CC1	7.9%	1.8%	-1.3	4.7%	-3.0%	3.8%	1.6	3.9%
CCN1CCN(c2nc3c(c(=O)n(C)c(=O)n3C)n2CCSc2nccc(C)n2)CC1	-1.0%	-0.1%	-1.4	0.0%	0.3%	19.7%	/	12.5%
CC(C(=O)N1c2ccc(F)cc2CCC1C)N1C(=O)c2ccccc2C1=O (stereo not given)	9.1%	-8.5%	-3.6	5.7%	-3.2%	-16.5%	2.1	19.9%
CCCC1(C(=O)OCC)NC(c2ccc(O)cc2)C2C(=O)N(c3cccc(C(C)=O)c3)C(=O)C21 (stereo not given)	18.7%	-4.5%	-1.0	11.8%	-14.6%	-6.4%	-0.5	11.6%
COc1ccc(N2CCN(C(=O)CN(C)S(=O)(=O)c3cnc[nH]3)CC2)cc1	8.3%	5.3%	0.6	11.0%	-9.0%	0.9%	3.3	/
CCOC(=O)C1=CCC(c2ccc(C)cc2)N(S(=O)(=O)c2ccc(C)cc2)C1 (stereo not given)	-20.4%	-2.1%	-0.7	-14.2%	-6.8%	-3.5%	8.7	30.4%
COc1ccccc1NS(=O)(=O)c1ccc(Br)s1	-10.5%	10.5%	-2.7	-7.2%	-3.0%	-2.2%	/	-4.5%
NC(=O)CSc1nc2cc(Cl)ccc2c(=O)n1C1CCCCC1	?	-7.8%	1.1	-7.1%	-4.3%	9.4%	1.6	-4.1%
FC(F)(F)c1nc(-c2cccs2)ncc1-c1nnnn1-c1ccc(Cl)cc1	-10.1%	5.7%	-4.7	-7.6%	-14.2%	-4.0%	-3.8	18.7%
COc1cc(CN2CCN(C(=O)c3cccc4ccccc34)CC2)cc(OC)c1OC	0.7%	11.5%	0.4	3.6%	-9.5%	-15.2%	12.4	-5.7%
COc1ccc(NC(=O)c2cnn(-c3ccccc3)c2C)cc1OC	-6.9%	8.1%	4.1	-5.2%	-4.2%	-1.5%	-8.8	16.6%
COc1cc(OC)c(/C=C2\SC(=O)N(CC(=O)Nc3ccccc3F)C2=O)c(OC)c1	-1.4%	9.9%	-0.5	1.9%	-12.0%	-8.3%	-0.8	-15.0%

A draw from above in order of length of the SMILES, largest number first:
SMILES	EPAC1 antagonist	EPAC1 agonist	IL2 activator	WRN helicase inh	PLK1 PBD inh	Abeta yeast res	PI5P4Ka inh	FUS yeast rescue
CCCC1(C(=O)OCC)NC(c2ccc(O)cc2)C2C(=O)N(c3cccc(C(C)=O)c3)C(=O)C21 (stereo not given)	18.7%	-4.5%	-1.0	11.8%	-14.6%	-6.4%	-0.5	11.6%
COc1ccc(N2CCN(C(=O)CN(C)S(=O)(=O)c3cnc[nH]3)CC2)cc1	8.3%	5.3%	0.6	11.0%	-9.0%	0.9%	3.3	/
COc1ccccc1NS(=O)(=O)c1ccc(Br)s1	-10.5%	10.5%	-2.7	-7.2%	-3.0%	-2.2%	/	-4.5%

(more compounds)
SMILES	EPAC1 antagonist	EPAC1 agonist	IL2 activator	WRN helicase inh	PLK1 PBD inh	Abeta yeast res	PI5P4Ka inh	FUS yeast rescue
Cc1cccc(OCc2nnc(SCC(=O)Nc3ccc(N4CCOCC4)cc3)o2)c1	-4.5%	6.4%	-0.2	8.7%	-15.8%	1.3%	2.2	20.4%
CCNC(=O)C12CCC(C)(C(=O)C1Br)C2(C)C (stereo not given)	-19.6%	3.9%	0.0	-3.3%	-6.3%	25.8%	3.0	/
CC(C)c1cccc(C2=CC(=O)C[C@H](c3ccc4c(c3)OCO4)C2)c1	-4.7%	5.4%	0.6	3.9%	2.2%	1.6%	-2.1	23.9%
CC(C)OCCCNS(=O)(=O)c1ccc2c(c1)oc(=O)n2C	-22.9%	-5.8%	0.7	-4.0%	-0.9%	0.7%	-0.5	-19.5%
CCC1=C(c2cc(OC)c(OC)c(OC)c2)C2(CCCC2)C(=O)O1	-9.5%	8.1%	-0.2	1.8%	-6.6%	-17.9%	-4.6	-5.8%
COC(=O)c1csc2c(C(F)(F)F)cc(N3CCN(C(=O)Nc4ccccc4)CC3)nc12	-19.7%	6.1%	-0.3	-0.1%	-3.5%	-5.0%	0.4	-18.4%
O=C(NNC(=O)C1C2CCC(C2)C1C(=O)O)c1ccc(Cl)cc1 (stereo not given)	-20.2%	4.7%	-0.9	-2.5%[57.1 µM]	-24.1%	-8.3%	4.8	7.0%
CCCC(=O)N=C1SC2CS(=O)(=O)CC2N1c1ccc(-c2nc3ccc(C)cc3s2)cc1 (stereo not given)	2.4%	-6.6%	2.0	-6.6%	7.3%	8.4%	-2.9	/
CC(C)CC(=O)NC(=S)Nc1ccc(F)cc1F	-15.2%	-10.0%	-1.0	4.4%	-0.7%	13.4%	-1.1	-30.5%
Cc1ccc(NC(=O)CSc2n[nH]c(C)c2[N+](=O)[O-])cc1	-0.1%	-5.6%	3.0	9.6%	-5.8%	6.3%	5.6	/
COc1ccc(N2CC(C(=O)N3CCN(c4ccccc4OC)CC3)CC2=O)cc1 (stereo not given)	1.2%	-6.4%	-0.7	9.7%	-2.5%	-3.7%	-8.5	19.9%
COc1ccc(CNC(=O)CCNS(=O)(=O)c2ccc3c(c2)oc(=O)n3C)cc1	-13.8%	1.9%	0.2	-8.5%	0.4%	1.5%&1.7%	-0.4	-21.3%&14.8%
O=C1CC(SCc2nc3ccccc3[nH]2)C(=O)N1c1cccc(Cl)c1 (stereo not given)	8.0%	-1.9%	-0.2	0.0%	-18.1%	-5.8%	-12.0	36.7%
COc1c(C)cc(C(O)c2ncc(-c3ccccc3C(F)(F)F)[nH]2)cc1C (stereo not given)	?	-11.9%	-0.7	5.7%[57.1 µM]	-7.7%	-12.7%	3.9	-5.4%
O=[N+]([O-])c1cc(-c2ncccn2)cs1	-13.3%	-5.9%	-3.5	-0.9%	-4.9%	10.7%	-10.7	-14.2%
O=C(Nc1cccc(Br)c1)c1cc(S(=O)(=O)N2CCOCC2)cs1	-0.9%	9.1%	0.0	-6.9%	2.0%	-13.8%	2.8	3.7%
CC(/C=N/n1c(-c2ccccn2)n[nH]c1=S)=C\c1ccccc1	-17.4%	3.2%	-0.3	-4.1%	-11.1%	9.6%	-10.4	31.9%
CCOc1ccc(C(C)(N)C(=O)O)cc1 (stereo not given)	8.2%	-2.0%	-1.4	9.9%	-2.8%	-10.1%	/	4.0%
O=C(COC(=O)c1cc(=O)c2ccccc2o1)Nc1ccccc1F	-6.5%	-1.8%	-0.7	4.8%	-2.0%	2.2%	-1.5	-7.4%
Cc1cc(C)c(C)c(S(=O)(=O)N2CCC(C(=O)N(C)Cc3nc4ccccc4c(=O)[nH]3)CC2)c1C	?	-18.8%	-4.2	-18.3%	-5.9%	3.6%	2.3	/
Cc1c(C#N)c(O)n(CCO)c(=O)c1N=Nc1ccc(S(N)(=O)=O)cc1	-9.6%	-1.4%	-0.8	0.1%	5.9%	0.4%	-19.9	-12.0%
O=C(CNS(=O)(=O)c1ccc(Br)cc1)N1CCN(c2ccc(F)cc2)CC1	-6.3%	10.4%	0.0	-11.4%	-4.8%	-14.4%	6.3	10.7%
COc1ccccc1-c1nc(SCc2ccccn2)n[nH]1	-2.0%	7.1%	0.4	2.9%	-17.5%	-1.2%	-5.8	2.9%
CC(C)N(C)Cc1cn(C)nc1-c1ccc(Oc2ccccc2)cc1	-1.2%	-1.4%	1.6	-20.3%	?	-5.3%	0.4	13.4%
CC(=O)Nc1ccc(S(=O)(=O)Nc2nc3ccccc3nc2Nc2ccc(O)cc2)cc1	-2.7%	-4.9%	1.2	-15.6%	-5.2%	12.5%	0.0	0.7%
CC(CNCC1CCCO1)COc1ccccc1 (stereo not given)	-8.3%	3.8%	-0.1	1.1%	29.9µM*	-11.6%	-17.2	1.4%
Cc1nc(SCC(=O)NC(=O)NC(C)C)nc(C)c1C	-25.9%	0.0%	-0.4	-5.8%	-7.0%	-7.1%	3.5	8.5%
O=C(NC1(C(F)(F)F)Oc2ccccc2O1)N1CCCC1	4.0%	1.5%	-0.7	9.9%	-2.4%	-13.2%	-1.7	-3.9%
Cn1c(O)c(C2=c3ccccc3=NC2=O)[nH]c1=S	-11.0%	2.5%	-3.4	-11.1%	-8.6%	-9.8%	-15.4	-11.6%
CC(OC(=O)c1ccc(S(=O)(=O)NCc2ccco2)cc1)C(=O)Nc1ncc(Cl)cc1Cl (stereo not given)	10.2%	-3.1%	0.0	-19.7%	?	6.5%	-1.4	/
CCCCCn1c(=O)[nH]c2cc(C(=O)O)ccc2c1=O	-2.7%	3.3%	-0.3	-7.4%	-9.1%	6.7%	/	34.5%
C[C@@H]1CCCCO[C@@H](CN(C)C(=O)c2ccncc2)[C@@H](C)CN([C@H](C)CO)C(=O)c2cc(NC(=O)Cc3ccccc3)ccc2O1	1.1%	-12.6%	-2.5	5.2%	-7.5%	0.8%	0.6	30.6%
COC(C[C@@H](O)[C@@H](C)[C@@H](O)COCc1ccccc1)OC	-13.8%	5.6%	0.2	-0.5%	1.6%	-8.6%	3.6	-23.9%
